AT treatment: potential ataxia-telangiectasia treatment; […] A-T fibroblasts, KAP-1 phosphorylation AlphaLISA; neocarzinostatin DNA damage 30 min before lysis; Potency, µM (titrated, usually from 57.5 µM), without a hit: at the highest dose activation, actives largely listed as activators; actives 0.19% (n = 320,000); AID 485349; also: potency is read from the fitted curve at half-maximal effect; % of control where 0% means no effect; nearly all actives have a fitted effect of over 45% in size
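hTERT-immortalized A-T patient fibroblasts ([…]), 500 cells/well in OPTI-MEM, 1% FBS, got compounds for 60 min, then NCS for 30 min at 37C. Lysates were then assayed for phospho-KAP-1 by AlphaLISA (anti-pKAP1 donor, anti-KAP1 acceptor beads), 6 hr at 25C.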
TSHR antag: antagonists of human thyroid stimulating hormone receptor; P16473; TSHR-expressing cells, TSH-stimulated cAMP HTRF, 2 h; hits give low values; activity change, negative = inhibition, % at 11.5 µM; actives 0.2% (n = 330,000);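 active = activity change below a set negative limit, meaning inhibition stronger than a set level, cut at about -70% in these data; inconclusive = activity change between two set negative limits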; also: % is scaled to controls: 0 for no effect and ±100 for the full control effect
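Cell-based HTRF cAMP assay; TSHR cells + compound, TSH EC80 (4nM final), 2 h, 37 deg C. Lysis with anti-cAMP cryptate and cAMP-d2, 30 min RT, read 665/620 nm.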
KCNH2 WT inh: blocks the wildtype human KCNH2 potassium channel. Q12809. actives 0.37% (n = 340,000). U2OS, BacMam KCNH2, thallium flux FluxOr; hits give low values. activity change, % at 1.84 µM. AID 720551;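 active = maximum activity change below -70%; inconclusive = maximum activity change between -70% and -50%; inactive = maximum activity change above -50%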; also: % is scaled to controls: 0 for no effect and ±100 for the full control effect
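U2OS cells transduced with wild-type KCNH2 virus are loaded with FluxOr dye for 45 min, and thallium flux is measured in kinetic reads before and after stimulation buffer. Rate constants are normalized to DMSO controls.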
BCR signal inh: chronic active BCR signaling inhibition. Potency, µM (top dose mostly 46.1 µM), inactives show at the top dose ratio change, negative = lower green/red ratio, hits mostly inhibitors. AID 493014. actives 0.05% (n = 340,000). ABC-DLBCL IkBa-CBG/CBR reporter, luminescence ratio, 4 h; active = well fitted inhibition curve with a large enough effect in the signal ratio, with a control signal flat, not every such curve was filed as active; inconclusive = small, poorly fitted or top-dose-only effect, or effect the other way, or a change in a side signal; the % refers to the signal ratio;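 also: potency is read from the fitted curve at half-maximal effect; plate controls were basal doxycycline-induced cells for no effect and cells given 10 µM MG132 for full effect; MG132 reads +100%, hits lower the ratio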
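Compounds up to 46 uM were incubated four hours with TMD8 cells whose green CBG68 luciferase is fused to IkappaBalpha; red CBR luminescence normalised the signal, and concentration-effect curves were fitted to fusion, red and ratio data.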
TCR activator: activates T cell receptor signaling; AID 504894; Potency, µM (series often up to 9.22 µM), inactives show top-dose activation of IL-2 secretion, most hits filed as activators; 330,000 tested, under 10 active; primary human leukocytes, anti-CD3, IL-2 HTRF, 48 h; also: % of control where 0% means no effect
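Primary human leukocytes incubated 48 hr with anti-CD3 beads plus compound, without co-stimulation. Secreted IL-2 measured by HTRF (europium cryptate/d2 anti-IL-2 pair, 320 nm excitation, 665 nm emission).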
FBPA coupling cs: counter-screen for Giardia aldolase inhibitors: coupling enzyme system; coupling enzyme system counterscreen, AmpLite Red fluorescence; activity change, negative = inhibition, % at 58.2 µM, hits read low; actives 0.67% (n = 290,000); AID 2472; in the data active = activity change below about -30%; also: % is scaled to controls: 0 for no effect and ±100 for the full control effect
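Counterscreen of the coupled detection system alone, without aldolase: glyceraldehyde-3-phosphate coupling enzymes plus AmpLite Red readout. Compounds at 57.5 uM final, 10 min RT preincubation, 20 min RT reaction, fluorescence 525/598 nm.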
Tb PFK inh: blocks T. brucei phosphofructokinase | O15648 | T. brucei PFK, ADP-Glo luminescence | Potency, µM (doses to about 57.5 µM), for inactives: at the highest dose activity, negative = inhibition, actives largely listed as inhibitors | actives 0.17% (n = 330,000) | AID 485367;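 also: potency is read from the fitted curve at half-maximal effect; 0% = uninhibited 1x PFK enzyme wells and -100% = no-enzyme wells; nearly all actives have a fitted effect of over 60% in size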
Target sequence (O15648 whole entry, looked up): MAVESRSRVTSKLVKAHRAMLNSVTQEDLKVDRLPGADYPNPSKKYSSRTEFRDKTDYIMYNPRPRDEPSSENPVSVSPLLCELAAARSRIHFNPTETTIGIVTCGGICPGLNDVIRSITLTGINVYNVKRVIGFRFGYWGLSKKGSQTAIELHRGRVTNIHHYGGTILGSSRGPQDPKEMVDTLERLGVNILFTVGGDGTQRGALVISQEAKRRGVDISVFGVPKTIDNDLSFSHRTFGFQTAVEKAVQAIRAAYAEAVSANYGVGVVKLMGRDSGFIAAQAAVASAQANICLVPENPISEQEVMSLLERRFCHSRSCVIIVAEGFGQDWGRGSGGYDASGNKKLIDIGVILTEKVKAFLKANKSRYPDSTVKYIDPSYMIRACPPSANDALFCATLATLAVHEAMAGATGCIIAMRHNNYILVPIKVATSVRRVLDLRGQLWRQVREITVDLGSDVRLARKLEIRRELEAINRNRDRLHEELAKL
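1.25 nM PFK with 0.5 mM F6P and 0.1 mM ATP in 0.1 M TEA pH 8.0, 5 mM MgCl2, incubated 45 min at room temperature; ADP measured by ADP-Glo luminescence; compounds titrated up to 57 uM.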
GALK inh: inhibitors of human galactokinase; P51570; Purified GALK, Kinase-Glo residual ATP luminescence; Potency, µM (doses to about 57.5 µM), inactives show at the top dose activity change, negative = inhibition, actives largely listed as inhibitors; actives 0.007% (n = 270,000); also: potency is read from the fitted curve at half-maximal effect; % is scaled to controls: 0 for no effect and ±100 for the full control effect
Target sequence (P51570 whole entry, looked up): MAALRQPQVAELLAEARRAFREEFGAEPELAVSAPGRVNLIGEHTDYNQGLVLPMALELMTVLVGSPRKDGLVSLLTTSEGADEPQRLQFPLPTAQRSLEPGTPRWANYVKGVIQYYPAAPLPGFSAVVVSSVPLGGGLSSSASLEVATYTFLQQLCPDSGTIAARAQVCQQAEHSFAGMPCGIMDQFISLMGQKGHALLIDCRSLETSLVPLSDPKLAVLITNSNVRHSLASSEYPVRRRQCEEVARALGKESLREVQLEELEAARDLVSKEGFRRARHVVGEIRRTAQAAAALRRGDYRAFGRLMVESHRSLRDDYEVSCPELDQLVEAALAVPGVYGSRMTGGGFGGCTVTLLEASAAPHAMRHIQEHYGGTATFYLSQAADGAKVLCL
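Quantitative HTS: GALK 5 nM, ATP 35 uM, galactose 100 uM, 1 h room temperature, then luciferase-based ATP detection.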
Giardia kill: kills Giardia lamblia. actives 0.15% (n = 340,000). activity change, % at 7.66 µM, hits read low. Giardia lamblia trophozoite viability. AID 540267; in the data active = activity change below about -80%; inconclusive = between about -30% and that limit;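 also: parasites exposed to compound for two days anaerobically before the ATP read; % is scaled to controls: 0 for no effect and ±100 for the full control effect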
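Giardia trophozoites, 100 cells per well, were exposed to compounds for 48 hrs at 37 deg C under anaerobic conditions; viability was then read as ATP content by bioluminescence after 15-30 min at room temperature.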
MLL CXXC-DNA inh: blocks binding of human MLL CXXC domain to DNA; MLL-CXXC / FITC-HOXA9 DNA fluorescence polarization; Potency, µM (highest dose often 115 µM), for inactives: top-dose activity change, negative = inhibition, hits mostly inhibitors; actives 0.037% (n = 290,000); active = well fitted inhibition curve with a large enough effect in the polarisation, with a control signal flat, not every such curve was filed as active; inconclusive = small, poorly fitted or top-dose-only effect, or effect the other way, or a change in a side signal; inactive = no such curve, though single readings can be large or run the other way; the % refers to the polarisation; also: potency is read from the fitted curve at half-maximal effect
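Steps: dispense CXXC domain solution (7 uM) → pin compounds or unlabeled HOX-A9 DNA control → 5 min ambient → add FLSN-HOX-A9 solution (50 nM) → spin → 30 min ambient → fluorescence polarization. Tris pH 7.5/NaCl/DTT/BSA buffer.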
Starred values were filed as active, the others as inactive; ? = inconclusive; · = no result given; [ ] = dose if it differs, or a comment. Unless noted, calls follow the shape of the dose curve; as a rule, active = well fitted curve in the direction sought with a large enough effect; inconclusive = small, poorly fitted or top-dose-only effect, or another doubt; inactive = no such curve, though single readings can be large; an effect the other way counts as inactive or inconclusive. Rows were taken by chance. About 1.6% of those tested had a hit in this group.

SMILES | AT treatment | TSHR antag | KCNH2 WT inh | BCR signal inh | TCR activator | FBPA coupling cs | Tb PFK inh | GALK inh | Giardia kill | MLL CXXC-DNA inh
C=CCN1C(=NC(=O)CCC)SC2CS(=O)(=O)CC21 (stereo not drawn) | -4.4% | 38.7 | -1.6 | -0.5% | -7.4% | 2.0 | -2.8% | -2.0% | 3.2 | -6.0%
COC(CNC(=O)Cn1nc(Cc2ccncc2)c2ccccc2c1=O)OC | 4.3% | -1.8 | -6.2 | -2.0% | -2.8% | -1.2 | 2.8% | 1.4% | 2.6 | 2.5%
O=C(CCc1ccccc1)NNC(=S)NC(=O)c1ccc(Cl)cc1 | 0.8% | -6.7 | -3.0 | ? | 0.2% | 4.2 | -14.3% | -2.3% | 6.2 | 0.9%
CCOc1cc(CNCc2cc(OC)cc(OC)c2)ccc1OC | 0.6% | 4.4 | 35.6 | -0.4% | -1.2% | -1.3 | -5.0% | -2.6% | 19.4 | 6.9%
O=C(O)CSCc1cnn(-c2ccccc2)c1-n1cccc1 | -4.5% | -21.7 | 15.3 | ? | · | -0.4 | -4.9% | 0.1% | 9.1 | 12.8%
CCOC(=O)N1CCC(C(=O)Nc2ccc(OCC)cc2)CC1 | 2.4% | -5.9 | 4.5 | -1.3% | -1.9%[46.1 µM] | 1.3 | 7.8% | -0.1% | 2.1 | 12.4%
CCCCNC1=NCCS1 | 2.5% | 3.2 | 7.4 | -20.8% | 5.4% | 0.4 | 1.1% | -1.0% | 12.0 | 5.4%
CCCn1c(=O)c2ccccc2n2c(SCCOc3ccccc3)nnc12 | 2.8% | -9.7 | -0.9 | 10.6% | · | -4.4 | 2.1% | 9.7% | 7.6 | -10.3%
Clc1ccc(-c2nnc3n2-c2ccccc2SC3)cc1 | 3.2% | -10.3 | 3.3 | ? | 2.3% | 4.6 | 5.4% | -0.7% | 24.0 | -6.6%
COC(=O)c1sc2nc(-c3ccccc3)nc(N3CCN(C)CC3)c2c1C | -5.7% | 19.7 | 1.4 | -0.7% | 7.9% | -0.7 | -0.2% | -2.3% | -1.2 | 5.1%
CC1CCCC(NC(=O)C2CCN(S(=O)(=O)N3CCCCCC3)CC2)C1C (stereo not drawn) | 6.7% | 0.4 | 2.1 | -0.7% | 1.6% | 0.9 | 0.4% | · | -6.4 | -1.5%
COc1ccccc1N1CC(C(=O)OCc2nc(N)nc(Nc3ccccc3)n2)CC1=O (stereo not drawn) | -2.1% | -5.0 | 12.1 | -6.8% | · | · | -1.1% | · | -4.7 | ·
O=C(COc1ccc2ccccc2c1Br)Nn1cnnc1 | 6.7% | -2.1 | -17.5 | 3.7% | -8.2% | -1.6 | -1.4% | 0.4% | -12.0 | 8.8%
O=C(NCCOc1ccccc1)C1CCC(=O)N(Cc2ccc(Cl)cc2)C1 (stereo not drawn) | 8.2% | 0.8 | -7.6 | 7.4% | 1.9% | · | -0.1% | -1.8% | -19.7 | -10.1%
CCS(=O)(=O)N1CCC(C(=O)Nc2cc(C)ccc2O)CC1 | 1.6% | -7.9 | 3.7 | 0.8% | -1.1% | -0.7 | 0.2% | -2.8% | -3.9 | -4.3%
Fc1ccc(CN2CCN(c3ncnc4scc(-c5ccc(F)cc5)c34)CC2)cc1 | 8.8% | 0.1 | 25.9 | -12.3% | -9.2% | -3.7 | -6.8% | -2.5% | 0.0 | 4.6%
O=C(NCCS(=O)(=O)N1CCN(c2cccc(Cl)c2)CC1)C1CCCC1 | -0.5% | -5.9 | 18.2 | -6.9% | 4.1% | · | ? | · | 18.1 | ·
CC(Sc1nnc(-c2ccco2)n1N)C(=O)NCC1CCCO1 (stereo not drawn) | -3.0% | -1.7 | -3.1 | -1.0% | 2.3% | · | 10.1% | · | -2.5 | ·
Cc1oncc1C(=O)NC(C)C | 0.4% | -3.0 | 0.5 | ? | -1.6% | -0.6 | 1.0% | -1.0% | -2.3 | -1.1%
CC(C)c1cc(NCCOCCO)n2c(nc3ccccc32)c1C#N | 9.8% | -14.6 | -5.1 | ? | -1.0% | 1.6 | 0.0% | 1.3% | 4.4 | -6.2%
CCOC(=O)C1CCN(S(=O)(=O)CCNC(=O)c2ccc(F)cc2)CC1 | -1.3% | -2.6 | -11.1 | -0.2% | 3.2% | · | -2.3% | · | 10.0 | ·
NS(=O)(=O)c1ccc(Cl)c(S(N)(=O)=O)c1 | · | · | -2.7 | · | 2.9% | · | · | · | -4.1 | -8.9%
CC(=O)Nc1ccc(/C=N/Nc2nncc3ccccc23)cc1 | -10.3% | 8.7 | -4.7 | -2.2% | -2.6% | 2.0 | -3.9% | 4.0% | -5.5 | 11.9%
CCCNC(=O)Nc1nc(CC(=O)OCC)cs1 | -6.5% | 3.5 | -20.9 | 3.0% | 4.2% | 5.3 | -6.3% | 4.8% | 2.2 | -11.1%
COc1ccc(N2CCN(C(=O)c3ccc(S(=O)(=O)N4CCCC4)cc3)CC2)cc1 | -1.2% | -4.1 | 2.7 | -0.7% | -1.9% | 0.9 | 1.7% | 5.9% | 5.0 | -3.2%
Nc1cccnc1Sc1ccc(Cl)cc1 | 2.1% | -5.0 | -1.8 | -7.4% | 1.1% | -4.6 | -7.1% | -1.9% | 2.1 | -11.1%
NC(=S)Cc1ccc(Cl)cc1Cl | 0.0% | 0.3 | -0.8 | -2.7% | -2.0% | -1.3 | 0.9% | -3.1% | -5.3 | 23.9%
COc1ccc(-c2nc(C#N)c(NCc3ccc(C)cc3)o2)cc1OC | · | · | 2.0 | · | -2.4% | -0.8 | · | -1.8% | -8.4 | -3.4%
CCOCCCn1c(=N)c(C(N)=S)cc2c(=O)n3cccc(C)c3nc21 | 0.9% | -0.3 | 9.8 | 19.8% | 9.1% | -45.1* | -3.5% | 4.0% | 0.4 | 12.5%
Cc1sc(NC(=O)CS(=O)(=O)c2ccccc2)c(C(N)=O)c1C | 19.0% | 5.5 | -1.9 | ? | 2.4% | · | -5.1% | · | -4.7 | ·
Cc1cc(C)nc(N2N=C(CSc3ccc(Cl)cc3)CC2=O)n1 | 1.9% | -3.1 | -5.5 | ? | 1.6% | 3.7 | -3.8% | -1.6% | -8.3 | -5.9%
COc1cc(/C=N/Nc2ccc(C(F)(F)F)cn2)ccc1O | 4.5% | 10.2 | 0.9 | -24.6% | -4.8% | 0.8 | -3.9% | 3.6% | 7.9 | -7.4%
CCCNS(=O)(=O)c1ccc(CCC(=O)Nc2ccc3c(c2)OCCO3)cc1 | 10.5% | 3.9 | 0.0 | -0.8% | 10.1% | 0.4 | 6.0% | · | 0.6 | 4.8%
O=C(CSc1nc2ccccc2c(=O)[nH]1)N1CCN(S(=O)(=O)c2ccccc2)CC1 | 7.4% | -6.3 | 10.9 | 2.0% | -2.0% | 2.5 | -0.8% | -1.1% | 13.8 | -3.7%
O=C1NC(Cc2c[nH]c3ccccc23)C(=O)N1Cc1cccc2ccccc12 (stereo not drawn) | -3.4% | 38.2 | -9.3 | 4.9% | 2.5%[46.1 µM] | -1.4 | 7.6% | -0.4% | -1.8 | 20.3%
Cc1cc(C2=CC(C)(c3cc(C)oc3C)Nc3nc(C(F)(F)F)nn32)c(C)o1 (stereo not drawn) | ? | -8.2 | · | ? | · | -12.2 | 4.8% | 1.6% | · | 22.2%
CC1CCCC(CC(=O)O)(CC(=O)O)C1 (stereo not drawn) | 0.2% | 3.1 | 3.4 | -1.7% | -0.3% | 1.0 | 0.8% | 1.8% | 4.8 | -4.8%
COc1ccccc1N1CCN(C(c2cccs2)C(C)NC(=O)c2cccs2)CC1 (stereo not drawn) | 1.8% | -27.2 | -1.9 | -6.5% | 2.6%[46.1 µM] | 6.1 | -10.4% | -1.7% | 7.4 | -5.6%
CCOc1ccc(S(=O)(=O)N(C)c2ccc(OCC(=O)Nc3nc(-c4cc(OC)ccc4OC)cs3)cc2)cc1 | 8.0% | -13.2 | 3.2 | ? | 4.1%[46.1 µM] | 0.3 | 15.1% | 0.0% | 22.5 | 6.3%
O=[N+]([O-])c1ccc(N2CCN(S(=O)(=O)c3ccc(Cl)cc3)CC2)cc1NCc1cccnc1 | 1.3% | -16.9 | -1.4 | 3.9% | 0.1% | 0.4 | -1.8% | -2.5% | -0.8 | 11.2%

Two entries from above, with tabs.
Molecule	AT treatment	TSHR antag	KCNH2 WT inh	BCR signal inh	TCR activator	FBPA coupling cs	Tb PFK inh	GALK inh	Giardia kill	MLL CXXC-DNA inh
Fc1ccc(CN2CCN(c3ncnc4scc(-c5ccc(F)cc5)c34)CC2)cc1	8.8%	0.1	25.9	-12.3%	-9.2%	-3.7	-6.8%	-2.5%	0.0	4.6%
O=C(NCCS(=O)(=O)N1CCN(c2cccc(Cl)c2)CC1)C1CCCC1	-0.5%	-5.9	18.2	-6.9%	4.1%	·	?	·	18.1	·

High-throughput results (PubChem)
